Pin1 inh = inhibitors of human Pin1; 390,000 compounds, 0.009% hits; Pin1 FP peptide displacement, HiFluor488, 10 min; AID 504891; Potency, µM (doses to about 115 µM), for the others: at the highest dose activity, negative = inhibition, usual class: inhibitors; active = well fitted inhibition curve with a large enough effect in the polarisation, with a control signal flat, not every such curve was filed as active; inconclusive = small, poorly fitted or top-dose-only effect, or effect the other way, or a change in a side signal; inactive = no such curve, though single readings can be large or run the other way; the % refers to the polarisation; also: potency is read from the fitted curve at half-maximal effect; % is scaled to controls: 0 for no effect and ±100 for the full control effect
POLH inh = inhibitors of human DNA polymerase eta; recombinant Pol eta, fluorescent DNA replication assay; Potency, µM (titrated, usually from 114 µM), for inactives: at the highest dose activity change, negative = inhibition, usual class: inhibitors; 390,000 compounds, 1.2% hits; AID 588591; also: potency is read from the fitted curve at half-maximal effect; % is scaled to controls: 0 for no effect and ±100 for the full control effect
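Pol eta at 10 nM preincubated with compounds 15 min at room temperature; reaction started with fluorescent substrate (50 nM final) and read kinetically at 0 and 10 min.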
Tb PGK inh = T. brucei PGK inhibition; PGK/GAPDH coupled, Kinase-Glo luminescence, 60 min; Potency, µM (titrated, usually from 57.5 µM), without a hit: top-dose activity change, negative = inhibition, hits mostly inhibitors; 380,000 compounds, 0.043% hits; AID 602233; also: potency is read from the fitted curve at half-maximal effect; % is scaled to controls: 0 for no effect and ±100 for the full control effect; nearly all actives have a fitted effect of over 60% in size
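Luminescent ATP detection (Kinase-Glo Plus) follows a 60-minute room-temperature incubation, with wells lacking PGK as controls. Buffer: 100 mM TEA (pH 7.6), 5 mM MgCl2, 0.01% Tween-20. Coupling enzyme GAPDH (100 nM final) supplies unstable 1,3-BPG in-well.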
GLS inhibitor = glutaminase GLS (human) inhibition; O94925; GLS enzymatic activity, qHTS titration; Potency, µM (series often up to 45.5 µM), inactives show at the highest dose activity change, negative = inhibition, most hits filed as inhibitors; 410,000 compounds, 0.21% hits; AID 624170; also: potency is read from the fitted curve at half-maximal effect; % is scaled to controls: 0 for no effect and ±100 for the full control effect
Target sequence (O94925 whole entry, looked up): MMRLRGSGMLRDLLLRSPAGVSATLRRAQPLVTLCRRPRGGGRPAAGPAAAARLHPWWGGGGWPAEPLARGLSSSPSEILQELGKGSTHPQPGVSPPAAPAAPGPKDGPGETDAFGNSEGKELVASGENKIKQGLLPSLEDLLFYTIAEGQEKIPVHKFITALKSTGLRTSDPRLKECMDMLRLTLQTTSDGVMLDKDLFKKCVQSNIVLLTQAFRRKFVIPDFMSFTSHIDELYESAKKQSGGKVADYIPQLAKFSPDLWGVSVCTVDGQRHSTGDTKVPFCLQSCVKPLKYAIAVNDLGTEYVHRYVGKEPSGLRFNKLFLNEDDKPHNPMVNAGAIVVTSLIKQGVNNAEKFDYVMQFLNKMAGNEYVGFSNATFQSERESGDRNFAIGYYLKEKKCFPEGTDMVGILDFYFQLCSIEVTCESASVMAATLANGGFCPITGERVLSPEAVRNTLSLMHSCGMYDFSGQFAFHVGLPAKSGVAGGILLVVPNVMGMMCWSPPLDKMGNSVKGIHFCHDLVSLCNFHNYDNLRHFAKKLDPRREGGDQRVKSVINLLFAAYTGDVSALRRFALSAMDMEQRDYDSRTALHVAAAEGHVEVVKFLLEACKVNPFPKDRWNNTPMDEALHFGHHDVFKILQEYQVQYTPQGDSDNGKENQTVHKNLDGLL
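hKGA; 45 mM KH2PO4 pH 8.2 + 0.02% Tween-20; cpd via pin tool; 1 mM Gln soln; GluOx/HRP/Amplex Red; RT 30 min; fluor. t0 & final.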
PI4K2A block = blocks human PI4K2A kinase activity; Q9BTU6; purified PI4K2A, ADP-Glo luminescence, 1 h; hits give low values; activity change, negative = inhibition, % at 76.9 µM; 420,000 compounds, 0.13% hits; AID 1346378; in the data active = activity change below about -50%; inconclusive = mostly about -30% to -49%;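 also: -100% = wells without enzyme as full effect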
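In this quantitative HTS, ADP production by PI4K2A was quantified luminescently after 1 h at ambient temperature; 100 microM adenosine served as plate-quality control.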
G9a inh = inhibitors of human histone lysine methyltransferase G9a; Q96KQ7; G9a H3K9 monomethylation, AlphaScreen, 2 h; Potency, µM (top dose mostly 102 µM), inactives show top-dose activity, negative = inhibition, usual class: inhibitors; 350,000 compounds, 8.8% hits; AID 504332; also: potency is read from the fitted curve at half-maximal effect; % is scaled to controls: 0 for no effect and ±100 for the full control effect; nearly all actives have a fitted effect of over 75% in size
Target sequence (Q96KQ7 913-1193 limits assumed): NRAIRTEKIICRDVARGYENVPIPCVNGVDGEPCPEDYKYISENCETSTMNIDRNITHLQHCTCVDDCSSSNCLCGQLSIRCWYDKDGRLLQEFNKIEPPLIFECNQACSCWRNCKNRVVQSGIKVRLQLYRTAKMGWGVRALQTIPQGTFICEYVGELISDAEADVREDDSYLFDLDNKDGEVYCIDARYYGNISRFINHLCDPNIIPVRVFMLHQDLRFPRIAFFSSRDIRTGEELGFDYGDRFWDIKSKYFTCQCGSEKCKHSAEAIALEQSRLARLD
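Quantitative HTS format: methyltransferase activity on a biotin-tagged H3K9 peptide is measured by AlphaScreen, using a rabbit anti-monomethyl-H3K9 antibody with streptavidin donor and anti-IgG acceptor beads. Final levels are 20 nM enzyme, 500 nM peptide, 20 uM SAM; 2 h RT.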
JMJD2A Tudor inh = blocks the human JMJD2A Tudor domain. O75164. AlphaScreen JMJD2A-Tudor / H3K4me3 peptide binding. Potency, µM (top dose mostly 114 µM), without a hit: at the highest dose activity change, negative = inhibition, hits mostly inhibitors. 390,000 compounds, 4.4% hits. AID 504339; also: potency is read from the fitted curve at half-maximal effect; % is scaled to controls: 0 for no effect and ±100 for the full control effect; nearly all actives have a fitted effect of over 50% in size
BAZ2B inh = inhibitors of human BAZ2B bromodomain; AlphaScreen BAZ2B-H3K14Ac peptide displacement; AID 504333; Potency, µM (top dose mostly 114 µM), without a hit: at the top dose activity change, negative = inhibition, actives largely listed as inhibitors; 360,000 compounds, 4.4% hits; Q9UIF8; also: potency is read from the fitted curve at half-maximal effect; % is scaled to controls: 0 for no effect and ±100 for the full control effect; nearly all actives have a fitted effect of over 60% in size
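BAZ2B 50 nM plus b-H3(5-23)K14Ac 50 nM, PBS pH 7.4/0.01% Tween-20, 30 min RT; compound added (max 110 uM), 30 min RT; streptavidin donor/Ni-chelate acceptor beads 10 ug/mL final, 20 min dark; AlphaScreen read.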
HP1b chromo inh = blocks HP1-beta chromodomain binding to methylated histone tails. P83916. AlphaScreen HP1-beta / biotin-H3K9me3 peptide binding. Potency, µM (titrated, usually from 114 µM), inactives show at the highest dose activity change, negative = inhibition, usual class: inhibitors. 390,000 compounds, 0.56% hits. AID 540317; also: potency is read from the fitted curve at half-maximal effect; nearly all actives have a fitted effect of over 70% in size; inactives centre near 23
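Compound inhibition of the preformed complex between 50 nM HP1-beta and 50 nM biotinylated H3K9me3 peptide was read by AlphaScreen. Buffer was PBS pH 7.4 with 0.01% Tween-20. Incubations ran 30 min at room temperature, with 10 ug/mL donor/acceptor beads.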
Active calls of the source: *; i = inactive; ? = inconclusive; nt = no result given; [ ] = remark or other dose. Unless noted, calls follow the shape of the dose curve; as a rule, active = well fitted curve in the direction sought with a large enough effect; inconclusive = small, poorly fitted or top-dose-only effect, or another doubt; inactive = no such curve, though single readings can be large; an effect the other way counts as inactive or inconclusive. Not all compounds are listed, so the mix of outcomes need not match the whole.

SMILES	Pin1 inh	POLH inh	Tb PGK inh	GLS inhibitor	PI4K2A block	G9a inh	JMJD2A Tudor inh	BAZ2B inh	HP1b chromo inh
COc1ccc(C(=O)Nc2ccc3nc4c(c(Nc5ccccc5OC)c3c2)CCCC4)c(OC)c1	0%	2%	9%	-3%	-1	?	-23%	-20%	11%
COc1ccccc1N1CCN(C(=O)c2nn(-c3ccc(C)cc3)c(=O)n(C)c2=O)CC1	5%	-14%	i	-6%	-7	-2%[59 µM]	-13%	-19%	13%[57 µM]
Cc1ccc2[nH]c(=O)c(CN(CCCN3CCOCC3)C(=O)Nc3ccc(Cl)cc3)cc2c1	-2%	-3%	?	4%	-1	nt	-30%	-16%	-10%
CCc1ccc(-n2c(SCc3ccccc3C)nc3[nH]ncc3c2=O)cc1	?	nt	nt	4%	-3	-11%[59 µM]	?	?	-10%
O=C(Nc1ccccc1C(F)(F)F)Nc1cccc2ccccc12	-2%	-4%	-8%	-11%	6	nt	8%	3%	23%
O=C(CN1CCCCC1)N1c2ccccc2Sc2ccc(C(F)(F)F)cc21	-9%	-16%	1%	-2%	1	4%[59 µM]	1%	7%	51%
CC(=O)C1=C(O)C(=O)N(c2ccc(C(=O)O)cc2)C1c1ccccc1 (stereo not given)	-6%	8%	-4%	2%	4	45µM*	32µM*	?	9%
Cc1cccc(-n2c(C)cc(C(=O)C(=O)Nc3nncs3)c2C)c1	0%	50µM*	-1%	-2%	-10	-41%[59 µM]	-10%	-2%	29%
CCOc1ccc(CCn2c3c(c(=O)[nH]c2=O)C(NC(=O)c2cccc(F)c2)(C(F)(F)F)C(=O)N3)cc1OCC (stereo not given)	0%	-5%	2%	-3%	4	-34%[59 µM]	-6%	-16%	10%
Cc1nn(C)c(C)c1S(=O)(=O)NC1CCCc2ccccc21 (stereo not given)	-2%	-4%	-6%	1%	-3	-4%	-23%	4%	73%[activator]
Cn1c(SCC(=O)Nc2cc(C(C)(C)C)nn2-c2ccccc2)nc2ccccc21	-1%	-23%	-9%	0%	-6	9%[59 µM]	-7%	-8%	29%
CCN1/C(=C2\C(=O)N(C)C(=S)N2C)C=Cc2cc(C)ccc21	?	-20%	-23%	45%[activator]	-4	10µM*	50µM*	45µM*	-66%
CCSc1ncccc1C(=O)N[C@@H](CCSC)C(=O)OC	1%	3%	5%	5%	2	-4%[59 µM]	-5%	-3%	16%
CC1(C)Cc2ccccc2C(NNC(=O)c2ccncc2)=N1	-2%	-11%	-9%	55%[activator]	-1	20%[0.501 µM]	-33%	-11%	63%[activator]
COc1ccc(-c2nc3ccc(C)cn3c2NCc2ccccc2)cc1SC1CCCCC1	1%	45µM*	i	-22%	-1	2%[2.33 µM]	79µM*	50µM*	34%
O=C(OCC#CCSc1nnc(-c2ccccc2)o1)c1cccs1	3%	-9%	7%	-5%	1	5%[12.7 µM]	38%[activator]	38%	78%[activator]
CS(=O)(=O)Nc1ccccc1C(=O)Nc1ccccc1C(=O)N1CCCC1	-2%	-16%	1%	-5%	6	nt	-21%	9%	38%
COc1c2occc2c(OC)c2c(=O)cc(C(F)(F)C(F)(F)F)oc12	1%	-13%	6%[11.5 µM]	1%	0	7%[59 µM]	-7%	-2%	34%
CCc1ccc(-n2c(=O)c3cccnc3n2CC(=O)Nc2cc(F)ccc2F)cc1	11%	-24%	-5%	2%	-3	7%[59 µM]	21%	8%	44%[activator]
Cc1ccc(C(=O)Nc2ccccc2N2CCN(C(=O)C(C)C)CC2)cc1	-1%	-11%	-1%	10%	1	-2%	-18%[57.1 µM]	1%	-3%
O=C(Nc1ccc(SC(F)F)cc1)c1cc(-c2ccc3c(c2)OCCO3)on1	-1%	-16%	-12%	-1%	-2	0%[59 µM]	-12%	-9%	5%
CCc1ccc(NC(=O)C2CCCN(S(=O)(=O)c3cccnc3)C2)cc1 (stereo not given)	-4%	-2%	i	-28%	-3	4%	-5%	-35%[57.1 µM]	49%[activator]
O=C(Nc1cccnc1Cl)c1cc(-c2ccco2)on1	44%[activator]	-20%	3%	-1%	-1	-10%[12.7 µM]	-21%	1%	28%
COCCN1Cc2cccc(C(=O)N3CCN(c4cc(C)ccc4C)CC3)c2C1=O	-11%	-9%	-9%	19%	-4	45µM*	-29%	6%	26%
COCC(C)N=Cc1c(O)[nH]c2ccccc12 (stereo not given)	-14%	-9%	-6%	-2%	0	11%[59 µM]	-24%	-17%	22%
CCOc1ccc(NC(=O)CSc2nnc(NC(=O)C3CC3)s2)cc1	7%	-24%	-8%	-11%	-1	-2%[59 µM]	8%	-1%	19%
CC(=O)N1CCc2cc(S(=O)(=O)CCC(=O)NCCc3ccccc3)ccc21	-7%	-16%	-11%	-15%	1	nt	0%	0%	24%
COc1ccc(-c2cc(C(F)(F)F)n3nc(C(=O)N(C)Cc4ccccc4)cc3n2)cc1OC	-9%	-29%	-9%	?	-2	58%[activator]	10%[11.4 µM]	11%	72%[activator]
O=C(CN1C(=O)NC2(CCCC2)C1=O)Nc1nc2ccccc2[nH]1	0%	-28%	13%	6%	-2	-4%[0.501 µM]	-18%	?	22%
Cc1cc(C)cc(OCC(=O)N2CCC(c3nc4ccccc4o3)CC2)c1	-9%	-19%	i	-5%	-3	-3%[59 µM]	-14%	3%	22%
COCCn1c(=N)c(S(=O)(=O)c2ccc(F)cc2)cc2c(=O)n3cccc(C)c3nc21	-4%	-4%	-6%	-3%	-5	9%	-20%	0%	17%[57 µM]
COc1ccc([C@H]2N[C@]3(CCCN(Cc4ccccc4)C3=O)[C@H]3C(=O)N(C)C(=O)[C@@H]23)cc1	nt	-25%	7%	-1%	-3	nt	nt	nt	nt
O=C(C1CCCO1)N(c1ccc(F)cc1)C1C=CS(=O)(=O)C1 (stereo not given)	0%	-18%	-2%	-5%	2	-5%	5%	-4%	38%
CC(OC(=O)C1CCN(c2ccc(C(F)(F)F)cn2)CC1)C(=O)Nc1ccc(S(N)(=O)=O)cc1 (stereo not given)	-2%	?	5%	-1%	-1	?	-8%	-30%	28%
O=C1C2CCCCN2C(=O)N1CCN1CCN(c2ccc([N+](=O)[O-])cc2)CC1 (stereo not given)	3%	-4%	-10%	15%	-12	?	-14%	-3%	-6%
Nc1ccccc1SCc1cn2cccnc2n1	-1%	-8%	i	10%	2	35µM*	-25%	9%	33%[activator]
CCOc1ncccc1C(=O)OCC(=O)c1ccc(OC)c(OC)c1	-6%	-12%	0%	?	-8	30%[59 µM]	0%	-11%	28%
CC(=O)c1ccc(-c2ccc(C(=O)Nc3nc(-c4ccccn4)cs3)o2)cc1	17%	?	-2%	-8%	-19	nt	-34%	nt	-3%
COCCNC(=O)CSc1nc2nn(-c3ccccc3)c(=O)c-2c2n1CCCCC2	10%	-2%	-1%	19%	-2	7%	56µM*	-3%	-12%
CC(=O)Nc1ccc2c(c1)NC(=O)CC2	0%	-10%	-3%	0%	0	11%	-2%	-1%	53%[activator]
CC(=O)N1CCN(C(=O)c2ccc(Cl)c(S(=O)(=O)N3CCCCCC3)c2)CC1	1%	-5%	i	5%	-3	-2%[59 µM]	-12%	-1%	10%
COc1ccc(Cn2c(O)c(C=Nc3ccccc3)c3ccccc3c2=O)cc1	?	-18%	-6%	14%	8	-9%[59 µM]	-35%	-37%	-7%[57 µM]
COc1cc2c(cc1OC)-c1nnc(C)n1C1(CCCC1)C2	1%	-6%	-1%	-1%	-5	?	6%	0%	35%[activator]
COc1ccc(C)cc1NC(=O)CCc1c(C)nn(-c2ccc(N3CCOCC3)nn2)c1C	-1%	1%	-1%	3%	-1	-4%[59 µM]	-25%	-14%	-10%
Cc1ccc(S(=O)(=O)N2CCN(C(=O)c3ccccc3OCc3c(C)noc3C)CC2)cc1C	-17%	-26%	-8%	-13%	-4	-33%	-8%	-4%	29%
COc1ccc(NC(=O)CC2Oc3ccccc3NC2=O)cc1 (stereo not given)	-7%	-17%	-6%	-3%	-1	?	-23%	-3%	29%
Cc1ccc(C(C)(C)C)cc1S(=O)(=O)Nc1ncnc2sccc12	3%	-9%	-5%	-4%	2	12%[2.33 µM]	5%	-6%	40%[activator]
COc1ccc(OC)c(Nc2nc(NCCO)c3ccccc3n2)c1	-1%	?	0%	13%	-2	nt	45µM*	50µM*	-15%
O=C(NCc1ccco1)C1CC(c2ccccc2C(F)(F)F)=NO1 (stereo not given)	3%	5%	2%	-4%	-1	6%[59 µM]	-12%	-1%	33%
CCOc1cc(-c2nc(-c3ccc(-c4ccccc4)nc3OCC)no2)cc(OCC)c1OCC	5%	-17%	-2%	-3%	-6	-4%[59 µM]	0%	-3%	42%[activator]
CC(=O)c1ccccc1OC(=O)c1ccco1	-1%	9%	13%	0%	2	-2%[12.7 µM]	-15%	-18%	18%
CC(Oc1ccc(F)cc1)C(=O)Nc1cc(S(=O)(=O)N2CCOCC2)ccc1N1CCCC1 (stereo not given)	2%	-1%	5%	4%	-4	nt	-9%	-17%	15%
O=C(Cc1cccc2ccccc12)NNC(=O)c1ccc(Br)o1	-11%	-6%	0%	-2%	2	-47%[59 µM]	-22%	?	43%[activator]
COC(=O)c1ccc(NC(=O)C(C)Sc2nc(=O)cc(N)n2CCc2ccccc2)cc1 (stereo not given)	6%	-10%	i	3%	2	?	-13%	?	18%
COC(=O)C[C@H]1c2cc(C(F)(F)F)ccc2S(=O)(=O)N1C1CCCCC1	-3%	-16%	-3%	-2%	3	nt	-20%	nt	33%[activator]

Assay outcomes (PubChem)
